Screening results: PubChem BioAssay, National Center for Advancing Translational Sciences (NCATS)
EPAC2 agonist: qHTS for Agonist of cAMP-regulated guanine nucleotide exchange factor 4 (EPAC2): primary screen; EPAC2 activation, biochemical qHTS; response scale: 100% = 6.5 mM cAMP response; Potency, µM (highest dose often 154 µM), for inactives: at the highest dose activation, hits mostly activators; hit rate 0.079% among 360,000; AID 720711, 2013; further: potency means the concentration at half of the fitted maximal effect; nearly all actives have a fitted effect of over 50% in size
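Exchange assay: 100 nM EPAC2 with 250 nM Rap1B-BODIPY-GDP and 50 uM GDP. Fluorescence (ex 480/em 540 nm) read every 5 min for 30 min at room temperature. Data normalized to 6.5 mM cAMP as agonist control.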
D3 ag: qHTS of D3 Dopamine Receptor Agonist: qHTS. D(3) dopamine receptor (Homo sapiens), P35462. D3R DiscoveRx beta-arrestin cells, luminescence, 90 min. max activation, %. hit rate 0.58% among 410,000; in the data active means max activation above about 30%; further: 0% is about no effect; mostly tested at two doses, the higher about 12 µM
Target sequence (P35462 whole entry, looked up): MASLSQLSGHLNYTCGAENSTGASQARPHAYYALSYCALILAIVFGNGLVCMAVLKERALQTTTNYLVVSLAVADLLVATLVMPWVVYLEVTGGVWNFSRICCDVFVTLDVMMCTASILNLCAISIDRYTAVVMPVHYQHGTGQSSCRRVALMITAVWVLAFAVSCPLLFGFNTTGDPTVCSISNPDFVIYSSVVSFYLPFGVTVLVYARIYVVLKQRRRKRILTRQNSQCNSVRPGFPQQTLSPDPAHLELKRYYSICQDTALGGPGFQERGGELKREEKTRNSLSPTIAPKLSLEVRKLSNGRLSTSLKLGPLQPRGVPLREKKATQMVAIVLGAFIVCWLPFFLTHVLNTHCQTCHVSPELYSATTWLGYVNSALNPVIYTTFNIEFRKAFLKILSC
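Cells at 1500/well, incubated overnight, then treated with pinned compounds (dopamine as control) for 90 min at 37 degrees C. DiscoveRx reagent added for 30 - 60 minutes at room temperature; luminescence read.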
CCT modulator: High-Throughput Screening for Modulators of Cytosolic Chaperonin Activity; activity change, % (test concentration not listed), hits read low; hit rate 0.3% among 360,000; purified chaperonin ATPase assay, HTRF ADP detection, 30 min; in the data active means activity change below about -30%; further: on the % scale 0 is the no-effect control and ±100 the full control effect
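TRiC at 40 or 20 nM final (batch-dependent) in 30 mM Tris pH 7.4, 100 mM KCl, 5 mM MgCl2, 1 mM DTT, with compound at single 76 uM and 10 uM ATP, 30 min at 37 deg C. ADP detected by HTRF Transcreener, 665/615 ratio.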
Akt phos inh: HTS Assay for Inhibitors of Akt Phophorylation: Primary Screen | Neuro2A IGF-stimulated pAkt S473 HTRF, 20 min; hits give low values | activity change, % for hits at 50 µM | hit rate 0.32% among 360,000 | AID 651550, 2012; in the data active means activity change below about -80%; inconclusive means mostly about -51% to -80%; further: on the % scale 0 is the no-effect control and ±100 the full control effect
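Neuro2A cells (4,500/well, DMEM with 0.5% FBS) were treated with compound at a single 50 µM final concentration, stimulated with 6 nM IGF for 20 min at 37 °C, and lysed. Phospho-Akt Ser473 was read by HTRF as 665/615 ratio ×10^4.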
Mm-Cpn inhibitor: Inhibitors of TCP-1 ring complex (TRiC) of Methanococcus maripaludis (MmCpn): qHTS; purified Mm-Cpn ATPase, ADP Transcreener TR-FRET; Potency, µM (titrated, usually from 76.9 µM), inactives show at the top dose activity, negative = inhibition, hits mostly inhibitors; hit rate 0.031% among 330,000; AID 504842, 2011; further: potency means the concentration at half of the fitted maximal effect; on the % scale 0 is the no-effect control and ±100 the full control effect; nearly all actives have a fitted effect of over 80% in size
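TR-FRET (320 nm excitation; 590 and 665 nm emission) reports ADP made from 10 uM ATP by 25 nM enzyme; compounds were preincubated 10 min, reaction run 30 min, both at 37°C.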
PTHR1 agonist: qHTS for PTHR1 Agonists: Primary Screen; hit rate 0.075% among 410,000; Potency, µM (series often up to 115 µM), inactives show at the top dose activation, hits mostly activators; AID 743266, 2014; HEK293 GP2 PTHR1 cells, GloSensor cAMP luminescence, 1 h; Parathyroid hormone/parathyroid hormone-related peptide receptor (Homo sapiens), Q03431; further: potency means the concentration at half of the fitted maximal effect; nearly all actives have a fitted effect of over 55% in size; some results filed as inactive show a strong effect at the top dose; inactives centre near -15; many of its hits are not listed in these tables
Target sequence (Q03431 whole entry, looked up): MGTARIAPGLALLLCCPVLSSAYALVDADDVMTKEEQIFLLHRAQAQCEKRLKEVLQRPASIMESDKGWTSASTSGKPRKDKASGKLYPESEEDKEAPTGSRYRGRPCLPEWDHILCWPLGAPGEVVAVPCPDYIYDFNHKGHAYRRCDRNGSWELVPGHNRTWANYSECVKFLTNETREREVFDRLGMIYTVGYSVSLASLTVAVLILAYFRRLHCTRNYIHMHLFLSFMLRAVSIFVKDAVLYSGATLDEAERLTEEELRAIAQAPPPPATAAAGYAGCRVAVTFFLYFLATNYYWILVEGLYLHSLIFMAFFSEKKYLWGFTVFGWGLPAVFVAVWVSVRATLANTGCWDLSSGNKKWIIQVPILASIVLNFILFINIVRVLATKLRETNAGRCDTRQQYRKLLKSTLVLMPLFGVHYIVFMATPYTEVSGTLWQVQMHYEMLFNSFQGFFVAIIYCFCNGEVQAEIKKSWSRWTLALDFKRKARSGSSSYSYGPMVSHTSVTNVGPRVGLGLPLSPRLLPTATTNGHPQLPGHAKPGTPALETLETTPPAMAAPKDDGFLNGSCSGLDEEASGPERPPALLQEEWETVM
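HEK-293-derived GP2 cells expressing PTHR1 and a GloSensor cAMP reporter, 3,000/well, plated overnight, given luciferin plus IBMX (each 0.5 mM as added) for 1 h at 37 °C, then compound for 1 h at 37 °C. Luminescence was read after 15 min at room temperature.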
DRD3 antagonist: qHTS of D3 Dopamine Receptor Antagonist: qHTS | max response, negative = inhibition, % | D3R cells, DiscoveRx beta-arrestin luminescence, antagonist mode; hits give low values | AID 652054, 2013 | D(3) dopamine receptor (Homo sapiens), P35462 | hit rate 2.5% among 360,000; in the data active means max response below about -50%; inconclusive means no clear call, values can overlap the other calls; further: on the % scale 0 is the no-effect control and ±100 the full control effect; mostly tested at two doses, the higher about 12 µM
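Cells expressing the human receptor were seeded at 1500 cells/well, incubated overnight at 37 degrees C in 5% CO2, then exposed to library compounds with dopamine controls for 90 minutes at 37 degrees C before luminescent detection.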
EPAC2 antag: qHTS for Antagonist of cAMP-regulated guanine nucleotide exchange factor 2 (EPAC2): primary screen. EPAC2 GEF exchange of Rap1B-BODIPY-GDP, fluorescence. Rap guanine nucleotide exchange factor 4 (Homo sapiens), Q8WZA2. Potency, µM (series often up to 114 µM), for inactives: at the top dose activity, negative = inhibition, hits mostly inhibitors. hit rate 0.18% among 360,000. AID 720708, 2013; further: potency means the concentration at half of the fitted maximal effect; on the % scale 0 is the no-effect control and ±100 the full control effect; nearly all actives have a fitted effect of over 45% in size; many of its hits are not listed in these tables
Active calls of the source: *; i = inactive; ? = inconclusive; nt = not tested or not shown; [ ] = another dose, or the depositor's remark. Unless noted, the call rests on the fitted dose curve; in most records, active means well fitted curve in the direction sought with a large enough effect; inconclusive means small, poorly fitted or top-dose-only effect, or another doubt; inactive means no such curve, though single readings can be large; an effect the other way counts as inactive or inconclusive. Only part of the results is shown; the hit share may differ from the screen's.

entry	molecule	EPAC2 agonist	D3 ag	CCT modulator	Akt phos inh	Mm-Cpn inhibitor	PTHR1 agonist	DRD3 antagonist	EPAC2 antag
1	CCN1CCN(S(=O)(=O)c2cc(C(=O)O)ccc2Cl)CC1	-6%	-7	-2.9	i	2%	i	2	-2%
2	COc1cc(C(=O)OCC(=O)NC(N)=O)cc(CN2C(=O)c3ccccc3C2=O)c1OC	8%	-3	0.2	i	0%	i	-24	5%
3	O=C(NC1CCCCC1NC(=O)c1cccs1)c1cccs1 (stereo not given)	-3%	1	-0.9	i	0%	0%[57.5 µM]	6	-4%
4	CCCCCc1cc(=O)c2ccccc2o1	2%	1	1.0	i	-1%	-30%[inhibitor]	-23	-8%
5	Cn1c(=O)[nH]c(=O)c2c1nc(Br)n2CCOc1ccccc1	12%	4	0.8	i	1%	-37%[inhibitor]	-53*	-4%
6	COc1cc(CNCCc2ccc(F)cc2)ccc1OCc1ccc(Cl)nc1	16%	-12	1.0	i	1%	i	0	-18%
7	O=C(COC(=O)c1ccc2ccccc2c1O)NCc1ccccc1	8%	0	-0.5	i	0%	i	-11	8%
8	O=C(c1cc2cc(Cl)ccc2[nH]1)N1CCN(c2ccc(F)cc2)CC1	5%	8	-0.9	i	0%	8%	0	11%
9	O=C(N/N=C/c1ccc2c(c1)OCO2)C(O)c1ccccc1 (stereo not given)	-5%	2	0.6	i	2%	-6%	-17	3%
10	COC(=O)c1sc2nc3c(cc2c1N)C(=O)CC(C)(C)C3	4%	-11	2.6	i	-1%	-17%[57.5 µM]	-9	0%
11	O=C(OCc1ccccc1)c1ccc(Br)o1	8%	-10	-3.8	-107%*	1%	-16%[57.5 µM]	0	-4%
12	CC(C)c1ccc(C(=O)Nc2nnc(S(=O)(=O)N3CCOCC3)s2)cc1	-3%	-6	-0.7	i	-8%	-26%	0	11%
13	COC(=O)c1ccccc1NC(=O)c1cc[n+](C)cc1	-1%	6	1.7	i	nt	-5%	2	-3%
14	O=C(N/N=C/c1ccc[nH]1)c1ccc2c(c1)OCO2	1%	-2	0.9	i	-3%	i	-25	0%
15	Cn1ccnc1C(O)c1cc(C(C)(C)C)c(O)c(C(C)(C)C)c1 (stereo not given)	-3%	2	0.9	i	3%	i	4	5%
16	C=CC[C@H](CC(=O)NCCO)C(=O)N[C@@H](COC(=O)[C@@H](CC=C)CC(=O)OC(C)(C)C)Cc1c[nH]c2ccccc12	-2%	1	-2.3	i	-4%	-35%[inhibitor]	0	-6%
17	COc1ccc(NC(=O)CN(C)C(=O)C(C)Sc2ccccc2)cc1 (stereo not given)	-4%	12	-2.5	i	1%	-12%	2	-7%
18	O=C(COC(=O)c1ccccc1SCC(=O)N1CCCC1)NCc1ccccc1	1%	6	-0.8	i	2%	i	0	-15%
19	Cc1ccc(NC(=O)C2=CC(c3ccc(C)cc3)=NS(=O)(=O)N2C)cc1	14%	-15	-0.1	i	0%	-42%[inhibitor]	-19	-12%
20	O=C1COc2ccc(S(=O)(=O)Nc3ccc4c(c3)OCO4)cc2N1	-1%	-10	2.5	i	-4%	i	8	11%
21	Cn1c(N)c(C(=O)COC(=O)c2cc(S(=O)(=O)N3CCOCC3)ccc2F)c(=O)n(C)c1=O	-8%	-2	-0.7	i	1%	-29%	2	0%
22	N#Cc1ccccc1NC(=O)c1ccc2c(Cl)c3c(nc2c1)CCCC3	15%	7	-1.0	i	2%	i	1	-1%
23	COCCN(C(=S)Nc1ccc(C)c(C)c1)C(C)c1ccco1 (stereo not given)	9%	-5	0.2	i	3%	-29%	3	-24%
24	COc1ccc(CCNC(=O)Cn2c(=O)c3cccn3c3cccnc32)c(OC)c1OC	4%	-16	1.9	i	-6%	4%	0	2%
25	CCNC(=O)NC(=O)CSc1ccc2ccccc2c1	0%	0	-2.4	i	4%	-19%	-3	-1%
26	Clc1cccc(Cl)c1-c1nnc2cccc(Cl)n12	7%	-9	-0.9	i	-2%	i	-16	1%
27	CCOc1ccc(C(CC(=O)O)NC(=O)COc2ccccc2)cc1OC (stereo not given)	6%	1	-2.9	i	2%	29%	-12	-3%
28	CCN(CC)S(=O)(=O)c1cccc(NC(=O)COC(=O)c2n[nH]c(=O)c3ccccc23)c1	4%	12	0.8	i	3%	-36%[inhibitor]	12	-6%
29	Cc1cc(OCc2ccc(C(=O)n3cccn3)o2)ccc1Cl	7%	2	2.6	i	3%	-3%[57.5 µM]	-9	15%
30	Cc1ccc(-n2c(-c3ccc(Br)cc3)c[n+]3c2CCc2ccc4cccnc4c2-3)cc1	5%	23	0.5	i	-3%	-67%[inhibitor][57.5 µM]	?	0%
31	O=C(c1ccc(-n2cncn2)c([N+](=O)[O-])c1)N1CCN(c2cccc(Cl)c2)CC1	2%	11	-0.7	i	2%	-17%	3	-1%
32	O=C(O)CNc1ccc(S(=O)(=O)C(F)(F)F)cc1[N+](=O)[O-]	6%	2	-2.0	i	3%	-37%[inhibitor]	-26	-12%
33	CCNC(=O)C1(C)CCCN(Cc2csc3ccccc23)C1 (stereo not given)	6%	-2	-1.6	i	nt	-9%	21	-12%
34	COc1ccc2oc(=O)c(C(=O)NCc3ccccn3)cc2c1	12%[15.6 µM]	-8	-2.8	nt	-2%	i	17	-5%
35	O=C1C=C(c2ccc(-c3ccccc3)c(F)c2)C[C@@H](c2ccc3c(c2)OCO3)C1	4%	5	0.0	i	2%	-19%	0	-2%
36	O=C(OCc1nnc(-c2ccc([N+](=O)[O-])cc2)o1)c1ccc(F)c(S(=O)(=O)N2CCOCC2)c1	-4%	-8	0.1	i	-2%	i	18	13%
37	CCCCn1c(N)c(N(CCOC)C(=O)CCCc2nc3ccccc3s2)c(=O)[nH]c1=O	11%	-6	-1.7	i	0%	24%	?	-10%
38	CC(C)Cn1c(/C=C/c2ccccc2)nc2ccccc21	0%	5	0.3	i	-2%	-21%	12	-2%
39	CCn1c(SCC(=O)OC)nc2sc3c(c2c1=O)CCC3	13%	-7	-3.6	i	-2%	i	3	-4%
40	C[C@@H]1COC(=O)[C@@H](CC(=O)OC(C)(C)C)C/C=C\C[C@@H](CC(=O)N[C@@H](CO)Cc2ccccc2)C(=O)N1	6%	-4	-2.2	i	0%	-13%	-22	4%
41	CC(=O)c1c(C)cc(C)c(CSc2nc(C)cc(=O)[nH]2)c1C	11%	69*	-7.3	i	5%	i	452	-1%
42	COc1ccc(N(C)C(=O)c2ccc3c(Cl)c4c(nc3c2)CCCC4)c(OC)c1	4%	-4	-4.1	i	1%	-7%	-14	-17%
43	COc1ccc(NC(=O)C2CC(=O)OC2(C)C)cc1 (stereo not given)	-2%	-3	-1.8	i	0%	i	11	-3%
44	CCOC(=O)C1CCN(C(=O)c2cn(CCOC)c(=O)c3c2c2ccccc2n3C)CC1	12%	-8	-0.2	i	-2%	i	-8	-1%
45	O=[N+]([O-])C(/C=C(\Cl)[N+](=O)[O-])=C(N1CCCCC1)N1CCCCC1	-2%	-13	1.1	i	-3%	-6%	-17	7%
46	CC(NC(=O)C1CCN(Cc2ccccc2)CC1)c1cccc2ccccc12 (stereo not given)	1%	-5	0.9	i	nt	-5%	17	7%
47	Cc1ccc(NC(=O)C2(C)CCN2C(=O)Cc2cc(F)ccc2F)cc1 (stereo not given)	13%	2	-0.2	i	nt	i	-11	9%
48	Cc1cc(C(=O)COc2ccc(F)cc2Br)c(C)n1C1CC1	7%	-7	-0.1	i	-4%	-39%[inhibitor]	0	14%
49	CC(=O)c1ccc(-c2ccc(C(=O)NC3CCCCCC3)o2)cc1	2%	-1	-0.4	i	-15%	i	3	9%
50	O=C(NNC(=S)NC(=O)c1cccs1)c1cccnc1	-2%	4	0.1	i	-2%	-35%[inhibitor]	0	3%

Further records
entry	molecule	EPAC2 agonist	D3 ag	CCT modulator	Akt phos inh	Mm-Cpn inhibitor	PTHR1 agonist	DRD3 antagonist	EPAC2 antag
51	COc1cc(NC(=O)C(=O)NCCN(C)C)c(OC)cc1Cl	12%	-17	-1.7	i	0%	i	-16	3%
52	CC(=O)c1sc(C(=O)O)c(-c2ccco2)c1-c1ccco1	2%	4	-0.1	i	-8%	-25%	7	9%
53	COCCn1c(=NC(=O)CSC(C)=O)sc2cc(F)ccc21	5%	1	0.7	i	-4%	i	8	4%
54	O=C(Nc1c(F)cc(F)cc1Br)c1ccco1	9%	1	-101*	i	0%	i	-15	-3%
55	O=[N+]([O-])c1ccccc1S(=O)(=O)NCc1ccco1	1%	5	-0.5	i	1%	i	7	2%
56	CCNc1nc(NCC)nc(OCCOC(C)=O)n1	3%	2	0.6	i	-1%	-28%[57.5 µM]	-7	-6%
57	O=C1/C(=C/c2ccco2)SC(=S)N1c1cccnc1	7%	5	-1.3	i	3%	-1%	1	1%
58	Cc1ccc(C(=O)Nc2ccccc2N2CCCCC2)cc1S(=O)(=O)N1CCOCC1	4%	7	-0.1	i	nt	-12%	11	-6%
59	CC(C)=CCC(C)(C)/C=N/NC(N)=O	-2%	-6	1.7	i	4%	i	-5	-4%
60	Cn1c(=O)c2c([nH]c(=S)n2Cc2ccc(Cl)cc2)n(C)c1=O	1%	1	-84*	i	-9%	-18%	0	-1%
61	COc1cc(/C=N/NC(=O)C2(O)c3ccccc3-c3ccccc32)ccc1O	6%	-5	0.8	i	5%	i	5	?
62	O=C(NC(=S)N1CCN(Cc2ccc3c(c2)OCO3)CC1)c1ccc(Cl)cc1	5%	-9	-0.9	i	0%	-22%	?	-9%
63	COC(=O)c1cc(C(=O)OCC(=O)NC2CCS(=O)(=O)C2)cc([N+](=O)[O-])c1 (stereo not given)	3%	-3	0.1	i	0%	i	9	5%
64	CC1C(=O)N(Cc2cn(CCC3OCCO3)nn2)CCS(=O)(=O)N1Cc1ccc(-c2ccncc2)cc1 (stereo not given)	2%	3	1.6	i	nt	-22%	35	-10%
